High-throughput results (PubChem)
DDE Tn6 FP inh: disrupts Tn6 cyclic peptide binding to fibrin D-Dimer-E complex. 370,000 compounds, 0.21% hits. AID 720509. Fibrin DD(E) TRITC-Tn6 fluorescence polarization displacement. inhibition, % at 8.3 µM. P02675;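 active means inhibition above a per-campaign cutoff: mean of compounds within control limits plus 3 SD, cut at about 15% in these data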;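 further: 0% = median of all compound wells on the plate and 100% = blocking peptide control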
ARFGAP1 inh: rat ARFGAP1 inhibition. 360,000 compounds, 0.26% hits. Arfgap1-stimulated ARF1 GTP hydrolysis, GDP FP detection. Q62848. inhibition, % at 16.5 µM;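 active means inhibition above a per-plate limit, mean inhibition of low control wells plus 3 SD, cut at about 25% in these data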;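 further: 0% = DMSO wells with enzyme and 100% = wells lacking Arfgap1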
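Assay system: Rat Arfgap1 GAP domain (His6, aa 1-136), purified enzyme | Buffer or medium: HEPES 25 mM pH 7.5, NaCl 150 mM, MgCl2, DTT | Schedule: GTP hydrolysis reaction 2 h at 25 °C | Signal: FP of antibody-bound GDP Alexa 633 tracer, ex 620/em 688 nm | Measure: Percent inhibition of Arfgap1-stimulated GTP hydrolysis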
ASAP1 inh: blocks human ASAP1-stimulated Arf1 GTP hydrolysis; Q9ULH1; GDP FP detection; inhibition, % at 16.5 µM; 360,000 compounds, 0.19% hits; AID 624377; in the data active means inhibition above about 25%;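 further: 0% = vehicle with enzyme and substrate and 100% = no enzyme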
Target sequence (Q9ULH1 325-724 limits assumed): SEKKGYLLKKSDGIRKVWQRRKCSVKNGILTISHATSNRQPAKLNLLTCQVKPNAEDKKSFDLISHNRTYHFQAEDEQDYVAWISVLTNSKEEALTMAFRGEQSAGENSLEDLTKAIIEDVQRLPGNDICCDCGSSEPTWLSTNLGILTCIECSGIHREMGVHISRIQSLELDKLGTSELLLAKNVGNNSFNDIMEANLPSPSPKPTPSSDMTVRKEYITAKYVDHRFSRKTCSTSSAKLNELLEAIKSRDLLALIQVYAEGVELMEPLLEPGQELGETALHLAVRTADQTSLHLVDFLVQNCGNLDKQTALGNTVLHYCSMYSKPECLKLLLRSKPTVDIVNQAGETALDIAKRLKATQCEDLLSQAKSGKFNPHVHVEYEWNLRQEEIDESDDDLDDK
TDP2 inh: TDP2 (human) inhibition, absorbance primary screen | recombinant TDP2, T5PNP hydrolysis, p-nitrophenol absorbance 415 nm | inhibition, % at 12.8 µM | 370,000 compounds, 0.34% hits | AID 720702;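 active means inhibition above the mean of all tested compounds plus 3 SD, set per campaign, cut at about 25% in these data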;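 further: 0% = DMSO with enzyme and 100% = buffer with substrate but no TDP2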
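System: recombinant human TDP2 / Amount: 120 nM TDP2 per well / Also added: 5 mM T5PNP chromogenic substrate / Doses: 12.8 µM single point, 1% DMSO / Incubation: 2 h at 37 °C / Detection: p-Nitrophenol epi absorbance / Evaluation: % inhibition relative to enzyme-containing and enzyme-free wells / Repeats: singlicate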
ADAM17 inh: inhibits human ADAM17. recombinant ADAM17, EDANS/DABCYL FRET peptide cleavage. inhibition, % at 6.95 µM. 370,000 compounds, 0.83% hits;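 active means inhibition above the mean of compounds lying between control limits plus 3 SD, set per campaign, cut at about 8.5% in these data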;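 further: 0% = DMSO-only wells as the low control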
PLCb3 inh: inhibitors of human phospholipase C beta3; 370,000 compounds, 0.18% hits; Q01970; Purified PLC-beta3, fluorogenic substrate, fluorescence; inhibition, % at 12.2 µM; in the data active means inhibition above about 11%;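 further: 0% = median of compound wells on plate and 100% = full blocker control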
PLCg1 inh: blocks human PLC-gamma1 enzyme activity. AID 720700. inhibition, % at 12.2 µM. 370,000 compounds, 0.84% hits. purified PLC-gamma1, fluorogenic substrate, fluorescence; in the data active means inhibition above about 9.5%
ADAM10 inh: inhibits human ADAM10; O14672; recombinant ADAM10, EDANS/DABCYL FRET peptide cleavage, 3 h; inhibition, % at 7 µM; 370,000 compounds, 0.62% hits;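 active means inhibition above a per-campaign cutoff equal to the mean of compounds falling between control-based bounds plus 3 SD, cut at about 20% in these data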;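 further: 0% = DMSO wells while the 100% control is not disclosed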
Target sequence (O14672 214-748 limits assumed): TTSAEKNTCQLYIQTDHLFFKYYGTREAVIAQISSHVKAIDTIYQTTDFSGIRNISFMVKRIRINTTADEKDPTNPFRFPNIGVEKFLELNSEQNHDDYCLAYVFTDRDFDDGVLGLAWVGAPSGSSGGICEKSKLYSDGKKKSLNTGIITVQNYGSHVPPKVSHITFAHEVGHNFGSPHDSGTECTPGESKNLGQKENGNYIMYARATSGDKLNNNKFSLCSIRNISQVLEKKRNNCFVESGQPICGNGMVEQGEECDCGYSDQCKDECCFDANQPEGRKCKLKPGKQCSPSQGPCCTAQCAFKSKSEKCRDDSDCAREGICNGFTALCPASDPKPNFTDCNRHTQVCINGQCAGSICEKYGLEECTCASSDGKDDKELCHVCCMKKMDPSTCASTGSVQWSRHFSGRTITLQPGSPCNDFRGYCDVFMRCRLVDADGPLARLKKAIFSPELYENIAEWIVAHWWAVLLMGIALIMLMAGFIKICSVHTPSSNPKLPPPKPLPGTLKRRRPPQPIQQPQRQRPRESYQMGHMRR
DDE Tn7 FP inh: inhibitors of Tn7 peptide binding to human fibrin DD(E); 370,000 compounds, 0.13% hits; FP displacement of FITC-Tn7 peptide from fibrin DD(E); 0% = median of compound wells per plate; inhibition, % at 8.3 µM;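 active means inhibition above the mean of compounds falling within the control limits plus 3 SD of them, cut at about 14% in these data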;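 further: 0% = plate median of compound wells and 100% = 10 µM Aha-Tn7 peptide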
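Assay system: human fibrin DD(E). Input: DD(E) 2 µM final. Medium: Tris buffer with calcium and detergent, pH 7.8. Compound dosing: single point at 8.3 µM. Timing: 10 min plus 3 h, room temperature. Technique: fluorescence polarization of the labelled Tn7 tracer. Read-out: percent inhibition. Replicates: singlicate testing.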
SIAE inh: inhibitors of human sialic acid acetylesterase SIAE; Q9HAT2; SIAE FP-Rh probe binding, fluorescence polarization; inhibition, % at 9.66 µM; 370,000 compounds, 0.69% hits; AID 1053197;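 active means inhibition above a cutoff: mean of compounds within the control limits plus 3 SD of those, cut at about 17% in these data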;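 further: 0% = plate median of compound wells and 100% = probe without SIAE protein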
* marks the source's active call; other numbers are inactive results.

Structure	DDE Tn6 FP inh	ARFGAP1 inh	ASAP1 inh	TDP2 inh	ADAM17 inh	PLCb3 inh	PLCg1 inh	ADAM10 inh	DDE Tn7 FP inh	SIAE inh
CC1(C)CC(=O)C(N=Nc2cc3c(cc2[N+](=O)[O-])OCCO3)=C(O)C1	2	5	-2	2	0	-1	1	3	4	-11
Cc1ccc(-n2c(C)nnc2SCC(=O)NNC(=O)c2ccco2)cc1	2	4	-4	-7	-1	2	2	1	-4	-1
CCn1ncc(/C=N\NC(=O)c2csc3ccccc23)c1C	-4	2	5	-10	0	-1	2	3	-5	-1
O=C(NCCS(=O)(=O)NCc1ccc2c(c1)OCO2)c1ccccc1	-2	4	-6	2	-4	-6	4	0	0	0
O=c1c2c3c(sc2nc(NCCO)n1CCc1ccccc1)CCCCC3	-2	6	15	-15	8	3	7	16	-5	2
CCOC(=O)c1c(C)[nH]c(C(=O)N2CCN(c3ccc(OC)cc3)CC2)c1C	-3	-22	2	-1	-3	-1	1	-10	5	-4
CC(=O)NC(c1ccccc1)c1c(O)ccc2ccccc12 (configuration not stated)	3	6	-13	-5	-34	-12	-12	-105	3	3
O=c1[nH]nc(C(F)(F)F)c2nnn(Cc3ccccc3Cl)c12	-9	-4	13	7	-5	-12	-4	-4	-9	-9
O=[N+]([O-])c1cccc(/C=N/n2c(COc3ccccc3)n[nH]c2=S)c1	9	5	-9	5	-6	-1	-2	-1	4	11
O=C(c1cccc(-n2cccc2)c1)N1CCN(S(=O)(=O)c2c(F)cccc2F)CC1	-5	11	-8	-5	-2	-10	-6	-6	1	-1
CCn1c(O)c(C2=c3ccccc3=NC2=O)c2cc(Br)ccc21	1	3	-1	0	-7	0	2	1	4	-5
CC(C)(O)CNC(=O)C(Cc1ccccc1)N1C(=O)c2ccccc2C1=O (configuration not stated)	1	-1	14	-6	3	-6	3	4	-3	-4
COc1ccccc1C(=O)NNC(=O)c1ccc(NC(=O)C(C)C)cc1	-7	2	-8	14	-2	-6	3	-2	-3	-7
O=C1Nc2ccccc2OC1CC(=O)N1CCN(c2cccc(C(F)(F)F)c2)CC1 (configuration not stated)	1	-4	10	-27	7	-4	4	16	-7	-7
O=C(C#Cc1ccccc1)Nc1ccc(F)cc1	-7	-5	0	-1	0	0	7	15	-3	-6
Cc1cc(C)n(C(=O)c2ccc([N+](=O)[O-])c(Cl)c2)n1	0	11	-1	-9	3	5	7	0	-4	-1
COC(=O)C1=CN(c2cccc(C(F)(F)F)c2)C=C(C(=O)OC)C1c1ccc(O)c(OC)c1	4	1	7	2	-3	-6	1	2	6	1
COCCN(C)C(=O)CC1C(=O)NCCN1CC(c1ccccc1)c1ccccc1 (configuration not stated)	5	-13	5	13	-8	-21	-18	-25	5	-4
N#Cc1c(-c2ccc(Cl)cc2)c(C#N)c(=O)n(N)c1N	-1	9	-13	6	-4	-11	-7	-3	7	5
COc1cc(OC)nc(Nc2nc(CN)cs2)n1	2	-4	-6	9	1	3	3	0	0	-9
CCOc1ccc2nc(COC(=O)c3ccncc3)c(C(=O)c3ccccc3)[n+]([O-])c2c1	0	9	2	-6	-1	-10	2	-3	3	0
Cc1ccsc1C(=O)N(C)C1CCS(=O)(=O)C1 (configuration not stated)	-4	-9	5	-5	3	-1	-1	5	-2	-7
CC(=O)c1ccc(Oc2ccc(C(=O)c3ccc(C)c(C)c3)cc2[N+](=O)[O-])cc1	-2	-13	2	8	-2	7	1	0	4	-1
CC(=O)c1cccc(NC(=O)Cn2cc3c(n2)CCCC3)c1	3	-3	2	-6	-3	-2	-1	-13	2	-8
COc1ccc(-c2cn(-c3cccc(C)c3)c(=O)[nH]2)cc1OC	-3	-4	0	-3	-10	-9	-7	-25	0	-1
Cc1ccc(N(CC(=O)NCC2CCCO2)C(=O)Cn2nnc(-c3cccs3)n2)cc1 (configuration not stated)	6	3	4	-1	-1	-5	4	-5	1	-3
Cc1ccc(NC(=O)N2CCCC(C(=O)O)C2)cc1 (configuration not stated)	-5	-4	16	4	-2	-7	0	0	-4	10
O=C(c1cc2ccccc2cc1O)N1CCCC(C(F)(F)F)C1 (configuration not stated)	-2	-6	1	17	-7	-69	-44	-23	0	4
Cc1nc2ccc(Cl)cn2c1C(=O)NN	4	12	-9	-12	-4	-4	-4	1	-1	-7
COc1cccc(S(=O)(=O)N(C)C[C@@H]2Oc3cc(Br)ccc3S(=O)(=O)N([C@@H](C)CO)C[C@@H]2C)c1	-2	2	-3	1	4	5	3	14	4	1
NNC(=O)c1oc2nc(-c3ccccc3)cc(-c3ccco3)c2c1N	5	-6	2	14	-23	-202	-143	-50	1	20*
COc1ccc(-c2csc3nc(-c4ccccc4OC)oc(=O)c23)cc1	6	-3	-6	6	1	-7	-8	2	8	7
O=C(Nc1ccn(Cc2ccccc2)n1)c1ccc(F)cc1	-1	5	20	-10	3	5	8	10	-7	0
CC(Oc1ccccc1F)C(=O)NNC(=O)c1ccc(-n2cncn2)c([N+](=O)[O-])c1 (configuration not stated)	-1	1	3	4	-1	-3	1	-1	0	0
CC(NC(=O)CCNC(=O)N1CCn2c1nc1ccccc12)c1ccccc1 (configuration not stated)	4	7	4	-6	-6	-7	1	4	6	-3
COCCNC(=S)NC(=O)c1ccc(C(C)(C)C)cc1	1	-6	5	7	-4	-6	2	6	1	-4
CCOc1ccc2nc(NC(=O)C34CC5CC(CC(NC(C)=O)(C5)C3)C4)sc2c1	0	4	7	-1	1	-9	-2	-1	-9	-8
COc1cc2ncnc(NCc3ccccc3C)c2cc1OC	1	4	-4	-2	-6	2	-2	-2	1	3
Cc1c(-c2ccc(OCCN3CCOCC3)cc2)c(=O)oc2ccc3ccccc3c12	0	-4	-3	4	-10	-161	-122	-57	-3	-4
CCN(CC)C1=CC(=[N+]2CCCC2)CC(C)(C)C1	-6	11	-14	-1	-1	0	1	-6	-8	9

Just PLCg1 inh, for some of the entries so far:
compound	PLCg1 inh
Cc1c(-c2ccc(OCCN3CCOCC3)cc2)c(=O)oc2ccc3ccccc3c12	-122
CCN(CC)C1=CC(=[N+]2CCCC2)CC(C)(C)C1	1

The results go on.
Structure	DDE Tn6 FP inh	ARFGAP1 inh	ASAP1 inh	TDP2 inh	ADAM17 inh	PLCb3 inh	PLCg1 inh	ADAM10 inh	DDE Tn7 FP inh	SIAE inh
COCc1nnc(NC(=O)C2CC(=O)N(c3ccc(C)c(Cl)c3)C2)s1 (configuration not stated)	5	-10	-5	-2	-4	-1	-2	-8	2	2
Cc1ccc2nc3ccc(N4CCCCCCC4)nn3c(=O)c2c1	0	-4	11	8	-8	-80	-62	-14	-1	-1
Nc1nnc(SCC(=O)Nc2cc(C(F)(F)F)ccc2N2CCOCC2)s1	-7	2	8	-6	-1	5	-2	-3	0	-2
CC(=O)c1cc(C(C)=O)c(C)nc1C	0	2	3	6	-3	-2	0	-8	7	-7

Filtered by structure: the entries above with an aryl methoxy group (8)
Structure	DDE Tn6 FP inh	ARFGAP1 inh	ASAP1 inh	TDP2 inh	ADAM17 inh	PLCb3 inh	PLCg1 inh	ADAM10 inh	DDE Tn7 FP inh	SIAE inh
CCOC(=O)c1c(C)[nH]c(C(=O)N2CCN(c3ccc(OC)cc3)CC2)c1C	-3	-22	2	-1	-3	-1	1	-10	5	-4
COc1ccccc1C(=O)NNC(=O)c1ccc(NC(=O)C(C)C)cc1	-7	2	-8	14	-2	-6	3	-2	-3	-7
COC(=O)C1=CN(c2cccc(C(F)(F)F)c2)C=C(C(=O)OC)C1c1ccc(O)c(OC)c1	4	1	7	2	-3	-6	1	2	6	1
COc1cc(OC)nc(Nc2nc(CN)cs2)n1	2	-4	-6	9	1	3	3	0	0	-9
COc1ccc(-c2cn(-c3cccc(C)c3)c(=O)[nH]2)cc1OC	-3	-4	0	-3	-10	-9	-7	-25	0	-1
COc1cccc(S(=O)(=O)N(C)C[C@@H]2Oc3cc(Br)ccc3S(=O)(=O)N([C@@H](C)CO)C[C@@H]2C)c1	-2	2	-3	1	4	5	3	14	4	1
COc1ccc(-c2csc3nc(-c4ccccc4OC)oc(=O)c23)cc1	6	-3	-6	6	1	-7	-8	2	8	7
COc1cc2ncnc(NCc3ccccc3C)c2cc1OC	1	4	-4	-2	-6	2	-2	-2	1	3
